Rv3671c inh: Rv3671c (M. tuberculosis) protease inhibition | P9WHR9 | inhibition, % at 5.96 µM | actives 0.048% (n = 320,000) | AID 2606; in the data active = inhibition above about 38%;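 note: extracellular domain of Rv3671c used as enzyme; 0% = enzyme with DMSO and 100% = no enzyme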
Target sequence (P9WHR9 whole entry, looked up, the tested form may be a part): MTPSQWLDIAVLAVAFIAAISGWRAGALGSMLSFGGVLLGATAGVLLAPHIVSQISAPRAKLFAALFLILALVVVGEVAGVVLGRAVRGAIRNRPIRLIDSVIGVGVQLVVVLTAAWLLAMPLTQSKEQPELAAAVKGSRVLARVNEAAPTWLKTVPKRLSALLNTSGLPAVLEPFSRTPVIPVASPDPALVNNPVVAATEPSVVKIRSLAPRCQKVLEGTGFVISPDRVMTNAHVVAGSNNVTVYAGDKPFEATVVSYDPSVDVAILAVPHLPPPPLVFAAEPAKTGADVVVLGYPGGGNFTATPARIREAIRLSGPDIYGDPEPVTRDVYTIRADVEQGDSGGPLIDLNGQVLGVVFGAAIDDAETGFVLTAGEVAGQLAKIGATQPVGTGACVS
CCHFV vOTU inh: blocks the CCHF virus ovarian tumor domain protease | CCHFV vOTU protease, Pep-AMC fluorescence | inhibition, % at 11.5 µM | actives 0.55% (n = 370,000); in the data active = inhibition above about 30%; note: 0% = vehicle wells with enzyme and 100% = no enzyme wells
BoNT-A LC inh2: BoNT A light chain protease inhibition | multiplex microsphere protease substrate cleavage, flow cytometry | inhibition, % at 10 µM | actives 0.17% (n = 360,000) | AID 588499; note: plate controls were buffer without enzyme for full effect and enzyme alone for no effect
SARS 3CLpro inh: SARS-CoV 3CLpro protease inhibition; recombinant SARS-CoV 3CLpro, quenched FRET peptide cleavage; inhibition, % at 6 µM; actives 0.14% (n = 290,000); AID 1706; in the data active = inhibition above about 12%
MazEF act: activators of E. coli MazEF toxin-antitoxin RNase; P0AE70; FAM/BHQ RNA-DNA oligo cleavage fluorescence, 5 h; activation, % at 20 µM; actives 0.32% (n = 350,000); in the data active = activation above about 50%
Target sequence (P0AE70 whole entry, looked up): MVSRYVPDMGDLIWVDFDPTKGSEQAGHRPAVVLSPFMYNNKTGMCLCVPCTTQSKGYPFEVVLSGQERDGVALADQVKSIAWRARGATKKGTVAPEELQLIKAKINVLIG
VHR inh abs: inhibitors of human VHR1 phosphatase (DUSP3); inhibition, % at 13.3 µM; recombinant VHR phosphatase, pNPP absorbance; AID 1654; actives 0.52% (n = 290,000); in the data active = inhibition above about 50%; note: some compounds called inactive have numbers as strong as hits
Target sequence (P51452 whole entry, looked up): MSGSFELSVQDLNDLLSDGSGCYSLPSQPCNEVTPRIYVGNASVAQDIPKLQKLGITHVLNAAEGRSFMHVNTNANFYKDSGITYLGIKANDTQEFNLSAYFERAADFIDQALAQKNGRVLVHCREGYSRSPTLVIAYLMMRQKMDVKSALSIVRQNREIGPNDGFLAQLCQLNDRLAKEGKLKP
PrPC surface inh: cell surface PrPC inhibition, primary TR-FRET screen; TR-FRET read-out; inhibition, % at 13.8 µM; actives 0.43% (n = 370,000); in the data active = inhibition above about 24%; note: 0% = median of the test wells and 100% = reference compound wells
SSB-PriA inh: K. pneumoniae PriA-SSBct interaction inhibition | AlphaScreen SSBct-PriA binding, biotinylated peptide | inhibition, % at 33 µM | actives 0.6% (n = 430,000) | AID 1272365; in the data active = inhibition mostly above about 37%, no sharp cut-off; inactive = mostly below about 20%;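 note: plate controls were negative control peptide for no effect and reference peptide for full effect; strong numbers were not always called active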
BoNT-F LC inh: blocks Botulinum neurotoxin F light chain protease. actives 0.22% (n = 360,000). Multiplex microsphere protease cleavage assay, flow cytometry. inhibition, % at 10 µM. AID 588497; in the data active = inhibition above about 35%, passing the limit was not always enough; inconclusive = no clear call, values can overlap the other calls; note: plate controls were buffer without enzyme for full effect and enzyme alone for no effect
Anthrax LF inh2: inhibitors of Bacillus anthracis lethal factor protease; multiplex microsphere protease cleavage assay, LF; inhibition, % at 10 µM; actives 0.12% (n = 360,000); AID 588501; note: plate controls were buffer without enzyme for full effect and enzyme alone for no effect
* = called active by the depositor; ? = inconclusive; nt = no result given; & = joins results of further samples. Cut-off read from the data, not from the text of the source, unless noted: active = inhibition above about 30%; inconclusive = no clear call, values can overlap the other calls; inactive = below that. The list is partial, so the mix of outcomes need not match the whole.

SMILES	Rv3671c inh	CCHFV vOTU inh	BoNT-A LC inh2	SARS 3CLpro inh	MazEF act	VHR inh abs	PrPC surface inh	SSB-PriA inh	BoNT-F LC inh	Anthrax LF inh2
COc1ccc(N(C)S(=O)(=O)c2ccc3c(c2)oc(=O)n3C)cc1	0	10	nt	0	3	-1	-1	-11	nt	nt
COC(=O)C1CCN(S(=O)(=O)c2ccc(OC)cc2)CC1	5	-1	-2.2	1	-52	18	0	-8	-4	1
CCCCCc1c(-c2ccc(F)cc2)ncn1CCc1ccccc1OC	nt	23	-0.7	nt	nt	nt	2	nt	-9	-5
COc1ccc(NC(=O)CSc2nnc(Cc3cccn3C)n2CCc2ccccc2)cc1OC	10	-9	-0.8	-1	4	19	8	23	-14	-5
COc1ccccc1CNC(=O)CSc1ccc(C)cc1	11	-3	-0.2	4	2	2	-5	-11	-2	1
O=C(Nc1ccc(S(=O)(=O)N2CCCCC2)cc1)C1CCCCC1	-11	6	-2.0	1	12	1	-1	2	1	-2
CC(C)(C)OC(=O)N1CCN(C(=O)c2cccnc2Cl)CC1	0	5	-1.3	1	-4	31	0	-2	-5	-8
O=C(Cc1ccc(Cl)cc1)Nc1ccc(C(=O)N2CCOCC2)cc1	-5	-3	-0.3	-2	-9	24	2	-13	1	-8
CC(=O)c1ccc(S(=O)(=O)N(C)CC(=O)Nc2ccc(C)cc2)cc1	-1	-4	-0.4	nt	7	nt	-3	9	-2	-2
COc1ccc(CNc2nc3c(c(=O)[nH]c(=O)n3C)n2Cc2ccccc2)cc1	8	-14	-3.6	1	5	2	-4	-15	-16	3
O=C1CC(N2CCC(n3c(=O)[nH]c4ccccc43)CC2)C(=O)N1Cc1ccccc1 (centres undefined)	-8	1	-0.4	-2	0	11	2	-1	-8	-4
COc1ccc(CCNC(=O)c2ccc(NC(=O)CC3SC(N4CCCCC4)=NC3=O)cc2)cc1OC (centres undefined)	nt	-7	-1.0	nt	5	nt	-5	-6	-6	-4
COc1ccccc1-c1cc(C(=O)Nc2c(C)n(C)n(-c3ccccc3)c2=O)no1	2	-12	?	2	3	15	-3	-22	0	-3
O=C(NNC1=C(C(=O)C(F)(F)F)CCC1)c1ccccc1O	6	-2	-0.2	3	3	28	-4	1	-8	-3
O=C(CSc1ncnc2c1nnn2Cc1ccc(F)cc1)NC1CCCCC1	6	-4	-1.1	-5	-9	12	-4	-3	-4	-3
CC(=O)Nc1nc(N)n(-c2ccccc2)n1	-7	-9	-0.6	-2	11	-2	3	-29	2	-4
O=C(NCc1ccc(F)cc1)C1CCC(CNc2c(N3CCCCC3)c(=O)c2=O)CC1 (centres undefined)	-5	-9	-0.2	-1	7	10	-10	-1	3	-6
O=C(NCCC1=CCCCC1)C1CCN(C(=O)Cc2ccccc2)CC1	3	13	-2.3	-5	4	2	-5	-7	-7	-14
O=Cc1cn(CC(=O)Nc2ccccc2)c2ccccc12	-3	6	-9.1	4	-26	26	1	-13	-7	-11
O=C(N/N=C/c1ccc(O)c2ccccc12)c1cccnc1	5	-6	2.7	3	3	40	-10	nt	-8	3
Cc1ccc(C)c(-n2cc[nH]c2=S)c1	8	-6	-0.3	1	-5	5	-3	-13	-2	-3
COC(=O)C1=C(c2cc3ccccc3o2)C[C@@H]2CC[C@H]1N2C(=O)NCCNC(C)=O	2	-6	0.4	nt	1	nt	-6	3	4	1
NCCCC(=O)OC1N=C(c2ccccc2Cl)c2cc(Br)ccc2NC1=O (centres undefined)	0	2	0.9	5	20	22	2	8	3	-4
CCNC(=O)c1c(NC(=O)C2COc3ccccc3O2)sc2c1CCCC2 (centres undefined)	2	8	0.6	-3	-9	36	-4	-6	2	2
COc1ccc(Cl)cc1NS(=O)(=O)c1cccc(C(=O)NCCCN2CCCC2=O)c1	-4	-8	-0.3	-2	-12	2	4	21	-6	2
COCCNC(=O)Cn1cc(C=C2C(=O)NC(=O)NC2=O)c2ccccc21	2	16	-3.1	-2	-500	26	6	-12	-30	20
O=C(CSc1ccc2ccccc2c1)NCCCN1CCCC1=O	-5	-13	0.6	1	0	-8	0	-5	-2	1
CCCc1cc(C(=O)Nc2cccc(Cl)c2)no1	-5	2	-1.5	3	7	7	3	-36	-9	-2
Cc1nc(Oc2ccccc2)c2ccccc2n1	10	-2	-0.7	2	-1	-7	-1	-13	-6	-1
Cc1ccc(Cn2ncc3c(N4CCN(C5CCCC5)CC4)ncnc32)cc1	1	-6	-2.1	-1	5	44	3	-14&-8	-6	-6
COc1ccc(NC(=O)c2ccc3c(c2)CCN3S(C)(=O)=O)cc1	nt	6	-0.4	nt	-5	nt	-6	nt	-2	-2
Cc1cccc(S(=O)(=O)c2c(C)cc(C)nc2Cl)c1	1	9	1.0	2	-12	23	6	-9	-2	-1
CSCCC(NC(=O)c1ccco1)C(=O)NCC1CCCO1 (centres undefined)	7	18	1.5	nt	-11	nt	0	-10	4	5
CC(=O)c1ccc(S(=O)(=O)NCCCC(=O)NCCc2ccccn2)cc1	6	0	0.0	-6	1	6	-4	-20	5	-6
COc1cc(C=NCc2ccccc2)ccc1O	nt	5	0.2	nt	1	nt	-3	nt	-2	-2
COc1ccc(CCN2C(=O)NC(NC(C)=O)(C(F)(F)F)C2=O)cc1OC (centres undefined)	-13	1	-1.1	4	0	27	-1	1	-1	1
COc1ccc(C2NC(=O)C(C#N)=C(S)N2c2cccc(C)c2)cc1OC (centres undefined)	-5	7	-0.3	-2	4	13	8	4	0	-2
Cc1c(C(=O)NNC(=S)NCc2ccc(Cl)cc2)oc2ccccc12	-8	16	-2.4	10	1	-17	0	-8	-7	-2
COc1ccc(C2C(C)C(=O)C(C)C(c3ccc(OC)cc3)N2N=O)cc1 (centres undefined)	nt	-4	-0.3	nt	6	nt	-3	-19	0	-5
COc1ccc2nc(C)cc(SCC(NC(C)=O)C(=O)OC(C)C)c2c1 (centres undefined)	7	-15	?	1	6	6	12	2	?	-12

Shown with each value named: part of the list above.
COc1ccc(NC(=O)c2ccc3c(c2)CCN3S(C)(=O)=O)cc1
- Rv3671c inh: nt
- CCHFV vOTU inh: 6
- BoNT-A LC inh2: -0.4
- SARS 3CLpro inh: nt
- MazEF act: -5
- VHR inh abs: nt
- PrPC surface inh: -6
- SSB-PriA inh: nt
- BoNT-F LC inh: -2
- Anthrax LF inh2: -2
Cc1cccc(S(=O)(=O)c2c(C)cc(C)nc2Cl)c1
- Rv3671c inh: 1
- CCHFV vOTU inh: 9
- BoNT-A LC inh2: 1.0
- SARS 3CLpro inh: 2
- MazEF act: -12
- VHR inh abs: 23
- PrPC surface inh: 6
- SSB-PriA inh: -9
- BoNT-F LC inh: -2
- Anthrax LF inh2: -1
CSCCC(NC(=O)c1ccco1)C(=O)NCC1CCCO1 (centres undefined)
- Rv3671c inh: 7
- CCHFV vOTU inh: 18
- BoNT-A LC inh2: 1.5
- SARS 3CLpro inh: nt
- MazEF act: -11
- VHR inh abs: nt
- PrPC surface inh: 0
- SSB-PriA inh: -10
- BoNT-F LC inh: 4
- Anthrax LF inh2: 5
CC(=O)c1ccc(S(=O)(=O)NCCCC(=O)NCCc2ccccn2)cc1
- Rv3671c inh: 6
- CCHFV vOTU inh: 0
- BoNT-A LC inh2: 0.0
- SARS 3CLpro inh: -6
- MazEF act: 1
- VHR inh abs: 6
- PrPC surface inh: -4
- SSB-PriA inh: -20
- BoNT-F LC inh: 5
- Anthrax LF inh2: -6

The list goes on.
SMILES	Rv3671c inh	CCHFV vOTU inh	BoNT-A LC inh2	SARS 3CLpro inh	MazEF act	VHR inh abs	PrPC surface inh	SSB-PriA inh	BoNT-F LC inh	Anthrax LF inh2
COc1ccccc1N1CCN(CC(O)COc2c(OC)cccc2OC)CC1 (centres undefined)	-6	6	0.6	0	3	15	-7	-3	1	-1
CCNC(=S)NNC(=O)c1csc(C)c1	-4	0	0.0	0	-1	8	3	-9	-2	-2
CCCc1nc2sc3ccccc3c(=O)c2c(=O)n1Cc1ccco1	nt	2	2.2	0	8	-5	0	-2	27	-3
CC(C)CNC(=S)NC(=O)c1ccc(F)cc1	-8	-16	-0.5	-1	3	-4	1	-34	-6	1
CC(C)Cn1c(CCC(=O)O)ccc1-c1cccs1	3	-31	-0.1	3	-11	-5	3	-5	8	-4
Oc1c(C=C2N=c3ccccc3=N2)sc(=S)n1C1CCCC1	1	5	70*	1	2	-2	2	-6	26	39*
COCCCN1C(=O)C(=O)/C(=C(/O)c2ccc(OC(C)C)cc2)C1c1ccc(O)c(OC)c1 (centres undefined)	7	23	nt	-5	-2	1	4	nt	nt	nt
COc1cc([C@H]2OC[C@H]3[C@@H]2CO[C@@H]3c2cc(OC)c(O[C@@H]3O[C@H](CO)[C@@H](O)[C@H](O)[C@H]3O)c(OC)c2)cc(OC)c1O[C@H]1O[C@@H](CO)[C@H](O)[C@@H](O)[C@@H]1O	6	-9	0.0	nt	5	nt	-5	-6	1	0
CN(C)c1ccc(/C=C/C=C2/SC(=S)N(c3ccccc3)C2=O)cc1	-95	19	?	-1	18	23	3	24	?	?
CN(CC(=O)NC1CCCCCC1)S(=O)(=O)c1ccccc1	-3	2	-2.4	-2	3	16	-1	2	-21	1
CCC1(c2ccccc2)NC(=O)N(CC(=O)NCc2ccncc2)C1=O (centres undefined)	-5	1	-2.8	-2	-2	12	-5	-4	-18	-9
COc1ccc(/C=C2\N=C(c3ccccc3)N(c3ccc(C(=O)O)cc3)C2=O)cc1OC	-36	-5	-0.5	2	8	21	0	-9	-4	-3
CCOC(=O)c1c(C)[nH]c(C(=O)OC(C)C(=O)Nc2ccccc2OC)c1C (centres undefined)	-26	29	4.4	-1	-3	10	8	7	17	6
O=C1CC(c2ccccc2)n2nc(N3C(=O)c4ccccc4C3=O)nc2N1 (centres undefined)	3	6	0.0	0	11	-2	-5	-1	?	4
Cc1cccc(NC(=O)CN2C(=O)NC(C)(c3ccc4ccccc4c3)C2=O)n1 (centres undefined)	-6	9	-87	nt	-4	nt	-1	-6	?	-20
COCCNC(=O)C(c1ccc(C)cc1)N(C(=O)CCC(=O)Nc1ccccn1)C1CCCCC1 (centres undefined)	4	8	-1.3	0	3	-4	-9	-2	-16	-9
CCC(c1nnc(SCC(=O)NC2CCCCC2)n1Cc1ccccc1)N(C)C (centres undefined)	-4	12	-3.4	nt	7	nt	2	-6	-9	-4
COc1ccc(S(=O)(=O)N2CCCCCC2)cc1C(=O)NCc1ccc(C)cc1	2	14	nt	nt	-9	nt	3	-2	nt	nt
C=CCN(CC=C)Cc1cc(=O)oc2ccc3ccccc3c12	nt	-12	0.0	nt	nt	nt	5	nt	-3	2
Cn1ccc2c(-c3ccc(C(N)=O)cc3)cc3c(c21)C1CCC3O1 (centres undefined)	nt	11	-0.6	nt	nt	nt	-25	nt	-5	-2

Results in SSB-PriA inh, BoNT-A LC inh2 and Rv3671c inh (three entries from above):
Molecule,SSB-PriA inh,BoNT-A LC inh2,Rv3671c inh
COCCNC(=O)C(c1ccc(C)cc1)N(C(=O)CCC(=O)Nc1ccccn1)C1CCCCC1 (centres undefined),-2,-1.3,4
CCC(c1nnc(SCC(=O)NC2CCCCC2)n1Cc1ccccc1)N(C)C (centres undefined),-6,-3.4,-4
COc1ccc(S(=O)(=O)N2CCCCCC2)cc1C(=O)NCc1ccc(C)cc1,-2,nt,2

Bioassay records: PubChem BioAssay, several laboratories
